HEK293 NOD2/NF-kB = NOD2 signaling inhibitors, cell-based, luminescence, uHTS, HEK293 (AID 1566); HEK293 NOD2/NF-kB luciferase reporter, luminescence; higher % means a stronger effect; inhibition, % at 4 µM; hits with a dose series show EC50 in µM; 0.63% of 290,000 active; note: many of its hits are not listed in these tables
NOD1 inhibition = NOD1 signaling inhibitors, primary screen, cell-based, luminescence, uHTS (AID 1578); NOD1-driven NF-kB luciferase reporter cells, luminescence; higher % means a stronger effect; 1% of 290,000 active; inhibition, % at 4 µM; hits with a dose series show EC50 in µM; in the data active = inhibition mostly above about 36%, no sharp cut-off; inactive = mostly below about 34%;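 note: HEK-293T reporter cells stimulated with the NOD1 agonist gamma-tri-DAP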
HIV peptide binding = cell-free HIV fusion peptide-binding blockers – biochemical, uHTS, fluorescence dequenching, primary screen (AID 1986) | cell-free peptide binding, fluorescence dequenching, 30 min; higher % means a stronger effect | inhibition, % at 20 µM; hits with a dose series show IC50 in µM | 0.3% of 290,000 active; in the data active = inhibition mostly above about 52%, no sharp cut-off; inactive = mostly below about 76%; note: some results filed as inactive read as strong as hits
KOR beta-arrestin-1 = KOR agonists, beta-arrestin recruitment, primary screen, cell-based, luminescence, uHTS (AID 1777). KOR beta-arrestin recruitment, luminescence; higher % means a stronger effect. one-dose activation, % at 10 µM; EC50 in µM for titrated hits. 0.02% of 280,000 active; in the data active = activation above about 50%, passing the limit was not always enough; note: a part of the inactive calls stands beside numbers as strong as those of hits
KOR beta-arrestin-2 = kappa opioid receptor blockers – cell-based, luminescence, uHTS (AID 1778) | 0.091% of 290,000 active | inhibition, % at 10 µM; hits with a dose series show IC50 in µM | KOR beta-arrestin recruitment, luminescence, antagonist mode; higher % means a stronger effect; note: strong numbers were not always called active
SIAH1 antagonists = Siah-1 peptide-binding antagonists, primary screen, biochemical, fluorescence polarization, rhodamine-plectin, uHTS (AID 1817) | Siah-1 / rhodamine-plectin peptide fluorescence polarization; higher % means a stronger effect | one-dose displacement, % at 20 µM; IC50 in µM for titrated hits | 0.02% of 290,000 active;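 active = displacement of at least 50% at 20 µM, with a fluorescence ratio check between 0.3 and a set limit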;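 note: plate controls were Siah plus tracer with DMSO for no effect and tracer alone without Siah for full effect; strong numbers were not always called active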
PhoP inhibition = inhibitors of PhoP regulon expression, primary screen, Salmonella Typhimurium, GFP reporter (AID 1863). S. Typhimurium PhoP-regulated promoter GFP reporter, 4 h; higher % means a stronger effect. one-dose inhibition, % at 50 µM; IC50 in µM for titrated hits. 0.16% of 300,000 active;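 active = inhibition over 29.93%, a cutoff 3 SD above the screen mean, later confirmed by dose response; inconclusive = inhibition over 29.93% but no dose response follow-up; inactive = inhibition at most 29.93% or unconfirmed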;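 note: 0% = low Mg2+ inducing control and 100% = high Mg2+ repressing control; strong numbers were not always called active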
Myeloid diff MLP = promotes myeloid progenitor differentiation. ER-HoxA9 myeloid progenitors, lysozyme-GFP differentiation, flow cytometry. calls only at 10 µM. 1% of 360,000 active;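 active = normalized GFP-positive differentiation at or above the plate's own cutoff, the solvent-only control mean plus 3 SD; inconclusive = no clear call, values can overlap the other calls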;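 note: cells exposed to compound for four days before flow analysis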
LYP inhibition = inhibitors of LYP phosphatase, biochemical, fluorescence intensity, uHTS (AID 1779). recombinant LYP phosphatase, fluorescence intensity; higher % means a stronger effect. one-dose inhibition, % at 11.5 µM; IC50 in µM for titrated hits. 0.054% of 290,000 active;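 note: plate controls were vehicle with enzyme for no effect and no enzyme for full effect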
Myeloid diff MLP GFP+ MAC1+ % = second read-out of Myeloid diff MLP, no call of its own (marks repeat the call); GFP+ MAC1+ double positive, %; measured here: differentiation confirmed by MAC1 staining
An asterisk follows results filed as active; i = inactive; ? = inconclusive; nt = not tested or not shown; [ ] = another dose, or the depositor's remark. Cut-off read from the data, not from the text of the source, unless noted: active = inhibition above about 50%; inactive = the rest. Only part of the results is shown; the hit share may differ from the screen's.

SMILES	HEK293 NOD2/NF-kB	NOD1 inhibition	HIV peptide binding	KOR beta-arrestin-1	KOR beta-arrestin-2	SIAH1 antagonists	PhoP inhibition	Myeloid diff MLP	Myeloid diff MLP GFP+ MAC1+ %	LYP inhibition
CC1CCc2c(sc(NC(=O)C3CCCO3)c2C#N)C1 (stereo not drawn)	-66%	-62%	-1.9%	0.3%	8%	1%	-10%	i	0.4	-12%
COc1ccc(OC)c(S(=O)(=O)Nc2c(F)cccc2F)c1	3%	-10%	-0.5%	2.4%	-16%	-3%	15%	i	0.6	-5%
O=C(COc1ccc(Cl)cc1)NNC(=O)c1ccccn1	17%	16%	3.4%	-0.6%	-1%	1%	-3%	i	1.3	-4%
COc1ccc(C(=O)NCCSCc2ccco2)cc1OC	11%	-9%	-0.2%	10%	12%	-3%	11%	i	6.0	-11%
CC1CCN(C(=O)c2cc3nc(-c4ccccc4)cc(-c4ccccc4)n3n2)CC1	9%	-11%	-3.7%	-3.9%	10%	-2%	-4%	i	0.7	3%
Oc1oc(-c2ccccc2)nc1/C=N/c1nccs1	-12%	29%	0.5%	0.3%	-14%	9%	-15%	i	0.7	-6%
O=C(NCCCN1CCOCC1)c1ccc(CNS(=O)(=O)c2ccc(F)cc2)cc1	10%	3%	-1.2%	-1.9%	-19%	-4%	18%	i	1.7	-5%
COc1ccccc1CN1C[C@@H]2C[C@@H](c3cccc(C)c3)N3CCC[C@@]23C1=O	4%	-22%	1.7%	-6.2%	13%	4%	-5%	i	0.1	-1%
CCCN(CCC)CCNC(=O)c1cc2c(=O)n(C)c3ccccc3c2n1C	6%	-18%	-2.0%	-6.8%	14%	-1%	8%	?	nt	-5%
Cc1sc2ncnc(SCC(=O)NC(C)C(C)C)c2c1C (stereo not drawn)	17%	-14%	-1.4%	-7.0%	-10%	4%	-1%	i	1.0	-7%
CCc1ccccc1NC(=O)c1cc(S(=O)(=O)N(C)C)ccc1N1CCCC1	1%	-34%	0.3%	1.1%	1%	8%	0%	i	1.8	-9%
O=C(NNC(=O)c1cccc([N+](=O)[O-])c1)c1ccncc1	5%	-31%	0.8%	nt	-31%[20 µM]	1%	nt	i	0.3	-6%
COc1ccccc1N1CCN(C2CCCN(C(=O)c3oc(C)cc3C)C2)CC1 (stereo not drawn)	20%	-12%	0.5%	-2.1%	-5%	3%	-5%	?	nt	-4%
CCOc1ccc(C(=O)CCN2CCOCC2)cc1	-5%	-20%	-0.5%	-3.2%	17%	8%	1%	i	0.1	0%
CCc1ccc(/C=C2/SC(N3CCOCC3)=NC2=O)cc1	1%	-12%	-1.6%	6.4%	11%	-1%	-13%	i	0.6	1%
Cc1cc(C)c(S(=O)(=O)Nc2ncn[nH]2)cc1C	22%	-7%	0.6%	-2.4%	-33%	-4%	-7%	i	2.4	-14%
CC(C)(C)c1ccc(C(CC(=O)O)NC(=O)Cc2ccc(F)cc2)cc1 (stereo not drawn)	14%	-17%	4.0%	-5.2%	11%	26µM*	2%	nt	nt	-3%
CC(NC(=O)COC(=O)c1ccco1)c1ccccc1 (stereo not drawn)	10%	2%	-0.3%	-2.6%	8%	3%	-6%	i	1.2	-6%
Cc1cc(NC(=O)c2ccc(N3C(=O)C4C5C=CC(C5)C4C3=O)cc2)no1 (stereo not drawn)	12%	-30%	0.6%	nt	-36%[20 µM]	4%	-3%	i	0.4	-1%
CCOC(=O)C1CCCN(c2c(C(=O)c3ccccc3)cnc3ccccc23)C1 (stereo not drawn)	12%	-5%	-1.2%	-5.5%	-1%	0%	5%	i	0.8	5%
Cn1c(=O)n(CC(=O)O)c(=O)c2c1nc1n2CCCN1CCc1ccccc1	5%	-13%	-0.8%	-5.4%	-9%[20 µM]	-5%	1%	i	0.5	-8%
Cc1noc(C)c1CSc1nnc2ccccn12	-4%	-28%	16%	-0.9%	12%	1%	1%	i	1.0	-3%
O=S1(=O)CCOC[C@H](CC2CCCCC2)N1Cc1ccccc1Br	12%	0%	0.5%	-4.2%	5%[20 µM]	-4%	9%	i	1.1	-6%
COc1ccc(CN2CCN(C(=O)C3CCC(CNS(=O)(=O)c4ccc(C)cc4)CC3)CC2)c(OC)c1OC (stereo not drawn)	14%	-61%	2.6%	3.0%	-32%	0%	-3%	i	0.4	-2%
CCOC(=O)Cc1nnc(Nc2ccc(C)cc2)c2ccccc12	15%	6%	-1.0%	-6.2%	-16%	-1%	4%	i	0.6	-3%
Cc1ccc(NS(=O)(=O)c2cc(C(=O)N3CCOCC3)ccc2C)cc1	-1%	-6%	3.9%	-2.0%	-2%	3%	3%	i	5.8	-2%
COC(=O)Nc1sc2c(c1C(=O)NCc1ccco1)CCCC2	7%	14%	5.4%	-1.7%	-18%	-8%	-13%	i	6.6	-4%
Cc1cccc(C)c1NC(=O)C(c1ccccc1)N1CCN(C(=O)c2ccco2)CC1 (stereo not drawn)	-6%	-34%	2.0%	0.2%	40%	-1%	-1%	i	0.5	-3%
CCCC(=O)Nc1c(C)nn(C(=O)CCC)c1C	-14%	-14%	2.5%	3.2%	-16%	-1%	-3%	i	0.7	4%
CCOc1ccc(C2/C(=C(\O)c3cccc(OC)c3)C(=O)C(=O)N2c2ccccn2)cc1OC (stereo not drawn)	14%	-11%	0.4%	19%	9%	7%	9%	i	0.3	-6%
Cc1ccc(NCC(=O)c2ccc([N+](=O)[O-])cc2)cc1	-36%	-39%	0.3%	-4.0%	-28%	5%	2%	i	0.3	-2%
CC(Oc1ccccc1)C(=O)Nc1c2c(nn1-c1ccccc1)CS(=O)C2 (stereo not drawn)	14%	23%	0.2%	2.3%	-49%	-4%	-4%	i	3.6	-5%
Cc1ccc(NC(=O)CN(C)C(=O)COc2cc(F)ccc2[N+](=O)[O-])cc1	-4%	-20%	-2.7%	-7.2%	-7%	0%	-6%	i	0.5	-4%
CC1CCN(c2ccc(C(=O)NCc3cccs3)cn2)CC1	-17%	-41%	0.0%	0.3%	-30%	1%	2%	i	0.8	-1%
CCc1ccc(CN2C(=O)c3ccccc3C2C(=O)NCc2cccnc2)cc1 (stereo not drawn)	6%	-38%	1.0%	6.8%	24%	20%	-5%	i	0.3	-4%
COc1ccccc1N1CCN(C(=O)c2sc3ncnc(N4CCN(c5ccccn5)CC4)c3c2C)CC1	nt	nt	0.2%	5.7%	-81%	0%	4%	i	1.0	4%

An excerpt from above in order of length of the SMILES, smallest number first.
SMILES	HEK293 NOD2/NF-kB	NOD1 inhibition	HIV peptide binding	KOR beta-arrestin-1	KOR beta-arrestin-2	SIAH1 antagonists	PhoP inhibition	Myeloid diff MLP	Myeloid diff MLP GFP+ MAC1+ %	LYP inhibition
CCc1ccc(CN2C(=O)c3ccccc3C2C(=O)NCc2cccnc2)cc1 (stereo not drawn)	6%	-38%	1.0%	6.8%	24%	20%	-5%	i	0.3	-4%
CC(Oc1ccccc1)C(=O)Nc1c2c(nn1-c1ccccc1)CS(=O)C2 (stereo not drawn)	14%	23%	0.2%	2.3%	-49%	-4%	-4%	i	3.6	-5%
Cc1ccc(NC(=O)CN(C)C(=O)COc2cc(F)ccc2[N+](=O)[O-])cc1	-4%	-20%	-2.7%	-7.2%	-7%	0%	-6%	i	0.5	-4%
CCOc1ccc(C2/C(=C(\O)c3cccc(OC)c3)C(=O)C(=O)N2c2ccccn2)cc1OC (stereo not drawn)	14%	-11%	0.4%	19%	9%	7%	9%	i	0.3	-6%

Later entries.
SMILES	HEK293 NOD2/NF-kB	NOD1 inhibition	HIV peptide binding	KOR beta-arrestin-1	KOR beta-arrestin-2	SIAH1 antagonists	PhoP inhibition	Myeloid diff MLP	Myeloid diff MLP GFP+ MAC1+ %	LYP inhibition
CN(Cc1ccco1)C(=O)c1ccc(N2CCCC2=O)cc1	5%	6%	-1.1%	8.6%	13%	3%	0%	i	1.6	-11%
Cc1nn(-c2ccccc2)c2c1C(c1ccc([N+](=O)[O-])cc1)N1C(=N2)C(=O)Nc2ccccc21 (stereo not drawn)	-2%	-23%	-0.8%	-3.1%	16%	1%	6%	i	0.8	9%
CCn1ncc(-c2cc(C(=O)O)no2)c1C	-3%	-26%	-0.8%	nt	-2%[20 µM]	-5%	4%	nt	nt	-8%
O=C1c2ccccc2C(=O)N1CCCC(=O)N1CCCc2ccccc21	2%	-24%	-1.5%	-3.8%	12%	2%	8%	i	0.4	-1%
CC(C)CCNC(=O)CCn1c(=S)oc2ccccc21	11%	-9%	-0.7%	-9.1%	-6%	9%	4%	i	0.8	-7%
CCCC(=O)Nc1cccc(C(=O)Nc2nccs2)c1	10%	-2%	0.3%	19%	-8%	-4%	-8%	i	0.2	-4%
CCCCC(=O)Nc1ccc(C(=O)NCCc2ccccc2)cc1	5%	-22%	-0.9%	7.0%	11%	5%	-1%	i	1.9	6%
COc1ccc2oc(=O)c(C(=O)Nc3ccccc3O)cc2c1	-163%	-7%	1.2%	10%	-16%	-4%	-2%	i	0.6	-5%
CCCOc1ccc(/C=N/NC(=S)Nc2ccccc2[N+](=O)[O-])c(O)c1	0.78µM*	12µM*	-2.8%	-4.4%	-18%	-14%	19%	nt	nt	2%
CCC(=O)Nc1ccc(C(=O)CSc2nnc(-c3ccc(O)cc3)n2CC2CCCO2)cc1OC (stereo not drawn)	17%	6%	0.1%	0.8%	6%	4%	-10%	i	0.4	-6%
O=C(/C=C/c1cn(-c2ccccc2)nc1-c1cccnc1)N1CCCC1	50%*	-7%	-2.0%	-3.4%	-28%	-4%	-3%	i	1.1	-2%
Cc1ccc2[nH]c(CN3CCN(C)C(CCO)C3)c(C)c2c1 (stereo not drawn)	-29%	0%	0.1%	-3.1%	-2%	-4%	12%	i	0.5	-8%
CCC/C(=C1/C(=O)CC(C)(C)C(C(=O)OC)C1=O)N1CCCC1 (stereo not drawn)	-1%	-24%	-1.5%	-1.3%	-23%	0%	14%	i	1.7	-11%
COC(=O)c1sc(N)c(C(=O)OC)c1COC(=O)[C@@H](NS(=O)(=O)c1cccc(Cl)c1)C(C)C	6%	-42%	-1.2%	2.1%	-37%	1%	6%	i	0.6	-1%
CC(C)CNC(=O)COC(=O)c1n[nH]c2ccccc12	15%	-25%	1.8%	-3.0%	12%	0%	-2%	i	0.8	-4%
COc1ccc2[nH]c(=O)c(CNc3cccc(C)c3)cc2c1	-31%	-40%	-2.0%	1.2%	-8%	2%	-17%	nt	nt	-9%
COc1ccc(S(=O)(=O)N2CCN(Cc3ccc(Cl)cc3)CC2)cc1	5%	-8%	0.8%	-3.6%	41%	2%	-2%	i	2.6	-6%
NS(=O)(=O)c1cc(C(=O)OCC(=O)Nc2ccc(Cl)cc2[N+](=O)[O-])ccc1Cl	10%	-42%	-0.8%	-0.7%	14%[20 µM]	2%	0%	i	0.5	-1%
COc1cc(-c2c(NC(=O)c3ccco3)oc3c(C)cccc3c2=O)cc(OC)c1OC	5%	-27%	-1.2%	1.2%	-6%	1%	4%	i	0.7	-4%
COc1cccc(C2c3[nH]c4ccccc4c3C[C@H]3C(=O)N(c4ccccc4C(=O)N4CCC(C(=O)O)CC4)C(=O)N23)c1 (stereo partly drawn)	10%	-33%	11%	-2.1%	6%[20 µM]	0%	-4%	i	1.1	1%

High-throughput results as filed in PubChem BioAssay.
